Cardiac RTF inh = cardiac RTF calcium desensitization | actives 0.12% (n = 340,000) | inhibition, % at 7.15 µM | IANBD-labeled cardiac RTF, Ca2+ fluorescence | P19429+P45379;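 active means inhibition above the mean inhibition of all tested compounds plus 3 SD, cut at about 17% in these data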;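 further: assay run at fixed EC70 calcium of 1.6 mM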
Keap1 Nrf2 FP = disrupts human Keap1 binding to Nrf2 peptide. inhibition, % at 9.4 µM. Q14145. actives 0.15% (n = 340,000). Keap1 Kelch-Nrf2 peptide fluorescence polarization, 1536-well; in the data active means inhibition above about 12%;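 further: human Keap1 Kelch domain with fluorescein labeled Nrf2 9mer peptide probe; 0% = neutral control wells and 100% = peptide positive control; higher means more block of Keap1 binding to Nrf2 peptide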
Target sequence (Q14145 whole entry, looked up, the tested form may be a part): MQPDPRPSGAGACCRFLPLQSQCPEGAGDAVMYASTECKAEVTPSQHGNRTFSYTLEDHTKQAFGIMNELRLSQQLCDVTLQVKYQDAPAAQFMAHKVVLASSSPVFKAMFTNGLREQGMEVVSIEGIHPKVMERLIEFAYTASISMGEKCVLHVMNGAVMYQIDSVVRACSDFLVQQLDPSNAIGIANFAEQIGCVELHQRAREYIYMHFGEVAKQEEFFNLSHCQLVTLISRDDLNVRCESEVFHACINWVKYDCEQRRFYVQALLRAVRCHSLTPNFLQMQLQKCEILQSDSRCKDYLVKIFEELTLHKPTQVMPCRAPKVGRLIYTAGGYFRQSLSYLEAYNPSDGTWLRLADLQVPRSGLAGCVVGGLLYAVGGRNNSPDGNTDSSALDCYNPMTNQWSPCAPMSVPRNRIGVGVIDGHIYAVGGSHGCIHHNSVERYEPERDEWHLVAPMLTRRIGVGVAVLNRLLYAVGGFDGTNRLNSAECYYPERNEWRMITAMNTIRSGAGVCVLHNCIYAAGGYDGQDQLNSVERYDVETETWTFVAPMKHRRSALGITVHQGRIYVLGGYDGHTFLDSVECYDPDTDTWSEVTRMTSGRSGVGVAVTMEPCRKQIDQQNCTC
MOR-DOR ag = agonists of human mu-delta opioid receptor heterodimerization. P35372+P41143. cells, OPRM1-OPRD1 heterodimerization, luminescence. activation, % at 9.3 µM. actives 0.3% (n = 340,000). AID 504326; in the data active means activation above about 18%;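 further: 0% = vehicle-treated cells and 100% = reference agonist; values of inactives mirror those of a sister screen read the other way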
HTR5A inv ctr = inverse agonist of human HTR5A in OPRM1-OPRD1 counter-screen; HTR5A cell line, luminescence, inverse agonism; inhibition, % at 9.3 µM; actives 0.083% (n = 340,000); in the data active means inhibition mostly above about 23%, no sharp cut-off; inactive means mostly below about 18%;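 further: 0% = cells with DMSO and 100% = no-cell wells with DMSO; some compounds called inactive have numbers as strong as hits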
Target sequence (P47898 whole entry, looked up): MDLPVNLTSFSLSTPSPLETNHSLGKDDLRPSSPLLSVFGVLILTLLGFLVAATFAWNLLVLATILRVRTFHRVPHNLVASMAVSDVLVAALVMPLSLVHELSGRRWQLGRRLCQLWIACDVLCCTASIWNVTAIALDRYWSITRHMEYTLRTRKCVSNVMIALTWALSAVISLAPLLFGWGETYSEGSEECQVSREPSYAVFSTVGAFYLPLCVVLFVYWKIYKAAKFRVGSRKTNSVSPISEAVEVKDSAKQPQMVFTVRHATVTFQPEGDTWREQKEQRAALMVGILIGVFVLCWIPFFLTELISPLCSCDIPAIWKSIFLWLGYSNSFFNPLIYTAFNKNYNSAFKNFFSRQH
CAL-PDZ inh HTS = CAL PDZ (human) peptide binding inhibition | Q9HD26 | purified CAL PDZ, TMR-peptide fluorescence polarization, 1 h | inhibition, % at 24.9 µM | actives 0.92% (n = 300,000) | AID 602252;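 active means mean inhibition of at least 30% with at least half of replicates also reaching 30%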;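 further: 0% = DMSO neutral control and 100% = excess unlabeled competitor peptide PRC23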
MOR-DOR inv ag = inverse agonists of human mu-delta opioid receptor heterodimerization | cell-based MOR-DOR heterodimer luminescence, inverse agonism | inhibition, % at 9.3 µM | actives 0.21% (n = 340,000) | AID 504357; in the data active means inhibition above about 22%, passing the limit was not always enough;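 further: 0% = cells with DMSO and 100% = wells without cells with DMSO; values of inactives mirror those of a sister screen read the other way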
HTR5A ag = HTR5A agonism, opioid heterodimer counter-screen; P47898; HTR5A agonist assay, luminescence, cell-based; activation, % at 9.3 µM; actives 0.61% (n = 340,000); AID 504692; in the data active means activation mostly above about 9.5%, no sharp cut-off; inactive means mostly below about 7.6%;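 further: 0% = cells with vehicle only and 100% = reference agonist; strong numbers were not always called active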
V-ATPase pH = alters yeast V-ATPase proton transport; S. cerevisiae, pHLuorin cytosolic pH fluorescence; response, % at 10 µM; actives 0.37% (n = 350,000); AID 504577; in the data active means response mostly above about 7.3%, no sharp cut-off; inactive means mostly below about 5.4%; further: actives read high; inactives centre near 0; some compounds called inactive have numbers as strong as hits; reference of the scale not given here
LANA DNA inh = blocks KSHV LANA C-terminal domain binding to DNA. MBP-C-LANA/FAM-LBS DNA binding, fluorescence polarization. inhibition, % at 9 µM. actives 0.078% (n = 340,000). AID 504423;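 active means highest replicate inhibition at or above 60% at 9 µM, even if other replicates fall short; inactive means all replicates below 60% inhibition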;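 further: 0% = neutral control wells and 100% = 4 µM acridine orange control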
cardiac RTF act = cardiac RTF calcium sensitization | actives 0.24% (n = 340,000) | IANBD-labeled TnC RTF fluorescence at EC20 calcium; 0% EC20 calcium, 100% full calcium | P19429+P45379 | activation, % at 7.2 µM;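 active means activation above the mean over all tested compounds plus 3 SD, cut at about 30% in these data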;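 further: rise in fluorescence read as greater calcium sensitivity of cardiac thin filaments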
Starred values were filed as active, the others as inactive; · = not tested or not shown. Hits appear at their usual frequency, and some 2.8% of all compounds hit somewhere here.

item	canonical_smiles	HTR5A inv ctr	cardiac RTF act	V-ATPase pH	CAL-PDZ inh HTS	MOR-DOR inv ag	Cardiac RTF inh	HTR5A ag	LANA DNA inh	Keap1 Nrf2 FP	MOR-DOR ag
1	CCCC(=O)NC(c1ccc(OC)c(OC)c1)c1c(O)ccc2ccccc12 (stereo not drawn)	4	0	0	·	25	-7	-1	2.5	3	-4.7
2	CCN(CC)S(=O)(=O)c1ccc(/C=C/C(=O)Nc2ccc(Br)cc2F)cc1	-3	5	5	-1	-6	-6	2	-0.8	3	1.2
3	CCOc1ccc(C(=O)Nc2cccc(C(=O)O)c2)cc1Cl	-1	10	-2	·	5	-2	0	-0.6	-3	-1.0
4	O=C(O)C(C(=O)/C=C/c1ccco1)=C1SCCS1	10	-3	0	-3	11	-23	0	3.4	-4	-2.0
5	Cc1cc(C)c(C)c(S(=O)(=O)Nc2cccnc2)c1C	15	4	-3	-2	11	-4	14*	0.3	2	-2.2
6	Cc1cc(NC(=O)CCC(=O)N(c2cccc(F)c2)C(C(=O)NC2CCCC2)c2ccccc2)no1 (stereo not drawn)	-12	-8	1	-4	4	-18	1	-1.6	0	-0.6
7	O=C1COc2ccc(S(=O)(=O)N3CCCCCC3)cc2N1	-22	-5	-1	-3	19	-2	4	1.7	-2	-3.6
8	CC(=O)NS(=O)(=O)c1ccc2c(c1)Cc1cc(S(=O)(=O)NC(C)=O)ccc1-2	5	1	-1	-2	7	-6	-1	-0.3	-4	-1.4
9	Nc1c(C(=O)NCc2ccco2)nnn1-c1ccccc1	-10	2	5	-4	18	-3	5	-1.1	-3	-2.9
10	CCOc1ccc(C2C(C(=O)c3ccc(C)o3)=C(O)C(=O)N2Cc2cccnc2)cc1 (stereo not drawn)	7	-7	2	-1	22	0	-1	1.5	1	-4.3
11	Cc1ccc(NC(=O)N2CCCCCC2)cc1C	6	5	1	0	11	-5	1	-1.0	0	-2.0
12	CCCn1c(CN2CCN(C(=O)OCC)CC2)nc2cc(NC(=O)CC)ccc21	-18	28	-1	-4	22	-1	5	1.2	-3	-4.6
13	C1=CC2CC1CC2CNCc1ccco1 (stereo not drawn)	-9	12	5	-1	4	3	4	1.4	-8	-0.8
14	Cc1ccc(C(=O)COC(=O)c2ccc(O)cc2)cc1	-7	2	0	-1	5	-5	2	0.3	-1	-1.0
15	C1CCc2c(nc3nnnn3c2NCC2CC2)C1	-14	-1	-4	0	-2	0	5	-7.6	-4	0.5
16	S=C(NCCc1ccccc1)N1CCn2cccc2C1c1ccncc1 (stereo not drawn)	0	3	0	4	-1	-4	0	0.2	3	0.2
17	O=C(NC(=S)Nc1ccccc1N1CCCCC1)c1cccs1	26	-1	1	4	-6	2	3	0.4	0	1.1
18	COc1ccc(N2C(=O)CCC(C(=O)N3CCOCC3)C2c2ccc(F)cc2)cc1 (stereo not drawn)	3	-5	0	-2	9	-4	0	-0.9	0	-1.5
19	Cc1c(Cl)cccc1NC(=S)N(Cc1ccco1)C(C)c1ccccn1 (stereo not drawn)	1	6	2	5	6	-7	1	0.0	-3	-1.3
20	COc1ccc(CN(C(=O)c2ccc(-c3ccccc3)[nH]2)C(C(=O)NC(C)(C)C)c2ccncc2)cc1 (stereo not drawn)	3	3	-3	·	7	-5	2	0.1	-1	-1.4

item	canonical_smiles	HTR5A inv ctr	cardiac RTF act	V-ATPase pH	CAL-PDZ inh HTS	MOR-DOR inv ag	Cardiac RTF inh	HTR5A ag	LANA DNA inh	Keap1 Nrf2 FP	MOR-DOR ag
21	O=C(Cn1nc(C(=O)O)c2ccccc2c1=O)Nc1cc(S(=O)(=O)N2CCCCC2)ccc1Cl	-22	-4	2	-4	17	-6	0	-1.1	-3	-4.5
22	S=C(Nc1ccc(Cc2ccncc2)cc1)Nc1cccc(Cl)c1	-8	0	-2	-4	-1	-9	3	1.1	-3	0.2
23	COc1ccc2c3n(nc2c1)CCN=C3c1ccc(C)cc1	-16	5	3	-2	14	-6	4	-0.2	-9	-2.4
24	COc1ccc(CCN2CC(C(=O)N(C)Cc3c(C)n[nH]c3C)CCC2=O)cc1 (stereo not drawn)	1	-2	-1	·	-2	-4	1	0.7	-6	0.4
25	COc1ccc(-c2nc(CN3CCC(C(=O)NC4CCN(Cc5ccccc5)CC4)CC3)c(C)o2)cc1OC	-2	4	-6	-3	11	3	2	-0.8	-1	-2.0
26	O=C(CSCC(=O)Nc1cccc([N+](=O)[O-])c1)Nc1ccccc1	-1	2	4	-2	10	-11	-1	0.5	-3	-2.0
27	O=C1NC2(CCCCCC2)C(=O)N1Cc1ccccc1F	-24	-2	-2	5	13	-8	6	-0.7	-2	-3.0
28	COC(=O)C1=CN(Cc2ccc(F)cc2)C=C(C(=O)OC)C1c1ccc(O)c(OC)c1	-3	-5	1	-3	-2	-6	1	-2.8	-8	0.4
29	Cn1c(=O)[nH]c(=O)c2c1nc(CN1CCN(c3ccccc3F)CC1)n2CCCc1ccccc1	-17	10	4	1	-28	-1	4	0.3	-3	4.8
30	CCCCNC(=O)C1CC(=O)N(CCC(C)C)C1 (stereo not drawn)	-9	-2	-1	-2	7	-12	3	0.0	-1	-1.2
31	Cc1cnc(C(=O)OCC(=O)Nc2cccc(Cl)c2)cn1	-6	4	0	-2	-14	-1	2	-1.0	2	2.3
32	CC[n+]1c(/C=C/c2ccc(N(C)C)cc2)ccc2ccccc21	31	-6	-2	-3	21	0	-7	-27	-11	-4.3
33	CC(C)C(=O)OC/C(O)=C(\C#N)c1nc2ccccc2[nH]1	1	1	0	-2	15	4	2	-0.1	-5	-3.1
34	CCNc1ccc(S(=O)(=O)N2CCCCC2)cn1	11	-3	1	4	11	-4	-4	1.5	1	-2.8
35	CCOc1ccc(C(=O)Nc2ccc3[nH]ncc3c2)cc1	-1	11	2	-1	4	-7	0	1.7	-1	-1.0
36	O=S(=O)(/N=C(\c1ccc(Cl)cc1)N1CCOCC1)c1ccccc1	-21	0	0	-3	-7	5	4	0.2	-5	1.0
37	N=c1oc2ccccc2cc1C(=O)Nc1cccc(F)c1	5	-3	0	0	17	-4	-1	0.1	-2	-3.8
38	COc1ccc(NC(=O)C2C3CCC4C(CCC32)C4(Cl)Cl)cc1 (stereo not drawn)	3	2	-1	0	22	4	2	0.8	6	-4.2
39	O=C(c1cccnc1)N1CCC(Oc2ccc(C(=O)N3CCCC(O)C3)cc2)CC1 (stereo not drawn)	4	4	1	-7	9	-10	-1	-1.3	-1	-1.6
40	COc1ccc(-c2nc(N=Nc3ccc(O)cc3)n[nH]2)cc1	6	1	8	0	8	2	0	-2.1	-5	-1.6

Some of these compounds in order of count of non-hydrogen atoms, rising.
item	canonical_smiles	HTR5A inv ctr	cardiac RTF act	V-ATPase pH	CAL-PDZ inh HTS	MOR-DOR inv ag	Cardiac RTF inh	HTR5A ag	LANA DNA inh	Keap1 Nrf2 FP	MOR-DOR ag
13	C1=CC2CC1CC2CNCc1ccco1 (stereo not drawn)	-9	12	5	-1	4	3	4	1.4	-8	-0.8
14	Cc1ccc(C(=O)COC(=O)c2ccc(O)cc2)cc1	-7	2	0	-1	5	-5	2	0.3	-1	-1.0
31	Cc1cnc(C(=O)OCC(=O)Nc2cccc(Cl)c2)cn1	-6	4	0	-2	-14	-1	2	-1.0	2	2.3
3	CCOc1ccc(C(=O)Nc2cccc(C(=O)O)c2)cc1Cl	-1	10	-2	·	5	-2	0	-0.6	-3	-1.0
17	O=C(NC(=S)Nc1ccccc1N1CCCCC1)c1cccs1	26	-1	1	4	-6	2	3	0.4	0	1.1
26	O=C(CSCC(=O)Nc1cccc([N+](=O)[O-])c1)Nc1ccccc1	-1	2	4	-2	10	-11	-1	0.5	-3	-2.0
1	CCCC(=O)NC(c1ccc(OC)c(OC)c1)c1c(O)ccc2ccccc12 (stereo not drawn)	4	0	0	·	25	-7	-1	2.5	3	-4.7
18	COc1ccc(N2C(=O)CCC(C(=O)N3CCOCC3)C2c2ccc(F)cc2)cc1 (stereo not drawn)	3	-5	0	-2	9	-4	0	-0.9	0	-1.5
10	CCOc1ccc(C2C(C(=O)c3ccc(C)o3)=C(O)C(=O)N2Cc2cccnc2)cc1 (stereo not drawn)	7	-7	2	-1	22	0	-1	1.5	1	-4.3
21	O=C(Cn1nc(C(=O)O)c2ccccc2c1=O)Nc1cc(S(=O)(=O)N2CCCCC2)ccc1Cl	-22	-4	2	-4	17	-6	0	-1.1	-3	-4.5
29	Cn1c(=O)[nH]c(=O)c2c1nc(CN1CCN(c3ccccc3F)CC1)n2CCCc1ccccc1	-17	10	4	1	-28	-1	4	0.3	-3	4.8
6	Cc1cc(NC(=O)CCC(=O)N(c2cccc(F)c2)C(C(=O)NC2CCCC2)c2ccccc2)no1 (stereo not drawn)	-12	-8	1	-4	4	-18	1	-1.6	0	-0.6
25	COc1ccc(-c2nc(CN3CCC(C(=O)NC4CCN(Cc5ccccc5)CC4)CC3)c(C)o2)cc1OC	-2	4	-6	-3	11	3	2	-0.8	-1	-2.0

Carrying on:
item	canonical_smiles	HTR5A inv ctr	cardiac RTF act	V-ATPase pH	CAL-PDZ inh HTS	MOR-DOR inv ag	Cardiac RTF inh	HTR5A ag	LANA DNA inh	Keap1 Nrf2 FP	MOR-DOR ag
41	Cc1nc(C)c(-c2csc(Nc3ccc(S(N)(=O)=O)cc3)n2)s1	7	-6	3	-3	-7	-7	-2	-0.7	-6	1.5
42	Cc1ccsc1/C=N/n1c(=S)[nH]nc(C)c1=O	14	-1	2	30	-1	-5	-5	-0.8	-6	0.2
43	COCc1cccc(NC(=O)CCc2ccccc2)c1	·	·	3	-8	·	·	·	-0.2	-4	·
44	Clc1ccc(Cn2cc(/C=N/n3cnnc3)c3ccccc32)c(Cl)c1	4	-3	-3	5	-38	-5	-2	1.8	5	7.7
45	CC(=O)OC1COC(N2CCc3cc([N+](=O)[O-])ccc32)C(OC(C)=O)C1OC(C)=O (stereo not drawn)	-29	-3	0	-3	20	-4	9	-0.6	3	-3.6
46	Cc1cc(C)nc(SC(C)C(=O)N/N=C/c2cccs2)n1 (stereo not drawn)	9	5	2	-6	-1	-1	1	-0.6	6	0.1
47	CCN(CC)c1ccc(NC(=O)CC2Oc3ccccc3NC2=O)c(C)c1 (stereo not drawn)	-21	4	-4	8	-5	-1	7	-1.5	3	1.0
48	C/C(=N\NC(=O)c1c(C)nc2ccccn12)c1cccc([N+](=O)[O-])c1	-4	7	-1	-3	0	9	2	1.8	-1	-0.1
49	COc1ccc(OC)c(CNC(=O)C2CCCN(C(=O)N(C)C)C2)c1 (stereo not drawn)	1	6	3	-4	10	-6	-4	-0.1	-7	-1.8
50	CCn1c(CC(=O)Nc2ccccc2C)nnc1SCC(=O)NC1CCCC1	-22	-2	-1	-5	15	0	8	2.5	-2	-2.7
51	CC(=O)N1CCN(CC(=O)Nc2cc(S(=O)(=O)N3CCOCC3)ccc2C)CC1	3	-3	-1	4	10	-7	-2	1.1	-4	-2.0
52	CC1CCCCC1NCC(=O)NCc1ccc(F)cc1 (stereo not drawn)	1	5	3	0	16	-8	0	0.9	1	-3.5
53	COc1ccc(OC)c(NC(=O)CN(C)CC(=O)Nc2ccccc2Cl)c1	-2	-2	0	-3	-2	-5	0	-1.7	1	0.3
54	COc1ccc(C2(NC(C)=O)CCN(Cc3cccnc3)CC2)cc1	-16	-2	-1	-4	16	-2	2	0.3	3	-3.2
55	Nc1cccc(-c2nc3ccc(C(=O)c4ccccc4)cc3[nH]2)c1	-24	0	-1	-6	-1	-9	6	-2.2	-5	0.2
